# High-throughput results: PubChem BioAssay, Broad Institute
# EWS-Fli block = blocks EWS/Fli oncoprotein-driven transcription | AID 651661 | hit rate 0.67% among 350,000 | A673 NR0B1-luciferase reporter, viability-normalised | inhibition, % at 12.6 µM;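 active means mean inhibition of at least 50% after viability correction, with every replicate also passing that limit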;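 further: firefly luciferase signal divided by Alamar Blue viability fluorescence both relative to DMSO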
# RAD54 branch = inhibitors of human RAD54 branch migration; RAD54 Holliday junction branch migration, FAM/BHQ fluorescence; hit rate 0.14% among 360,000; inhibition, % at 10.4 µM;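 active means mean normalized replicate activity at least 40 and at least half of replicates scoring 40 or more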;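 further: 0% = median of neutral control wells and 100% = median of positive control wells; inhibitors cause a drop in the FAM fluorescence signal; in these data hits start at about 50%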
# FN deposition inh = fibronectin deposition inhibition; AH1F fibroblasts, Alexa488-fibronectin deposition fluorescence, overnight; inhibition, % at 12.6 µM; hit rate 0.086% among 350,000; AID 743247;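 active means mean inhibition across replicates of 30% or more, regardless of how many single replicates reach that level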;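 further: positive control wells lacked labelled fibronectin entirely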
#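 Material: AH1F fibroblast monolayer depositing Alexa488-labelled fibronectin into matrix | Input: 10000 AH1F cells/well | Medium: DMEM plus 2% serum, read in PBS | Reagent: Alexa488-fibronectin, 24 nM final in well | Compound dosing: One dose per compound, pinned | Schedule: 1 h adhesion, overnight exposure | Measured by: Fluorescence at 485 nm excitation, 525 nm emission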
# S100A4 MyoIIA = blocks human S100A4 binding to myosin IIA peptide; S100A4/TAMRA-MyoIIA peptide fluorescence polarization; inhibition, % at 10.7 µM; P26447; hit rate 0.14% among 360,000;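 active means mean inhibition of at least 70% across replicates, with every replicate also reaching that level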
# Target sequence (P26447 whole entry, looked up): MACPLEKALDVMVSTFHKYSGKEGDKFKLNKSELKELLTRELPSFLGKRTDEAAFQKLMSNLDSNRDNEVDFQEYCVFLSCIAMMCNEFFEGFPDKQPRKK
#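 Test system: S100A4 monomer protein. Medium: HEPES buffer with Ca2+, pH 7.2. Reagent: fluorescent myosin IIA peptide, 5 nM. Compound dosing: single-point compound testing. Timing: 5 min between mix addition and reading. Benchmarks: DMSO neutral and TFP positive wells.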
# Xi reactivation = reactivates the inactive X chromosome in mouse fibroblasts; activation, % at 7.58 µM; XiGFP mouse fibroblasts, % GFP-positive cells imaging, 3 d; cells co-treated with 5-aza-dC sensitizer; scaled so ellipticine positive control = 100%; hit rate 0.055% among 360,000;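 active means mean normalized replicate activation at least 10% and every replicate at or above 10%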;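 further: 0% = median of on-plate neutral control wells and 100% = ellipticine 6 µM median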
#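 System: 68-5-11 XiGFP fibroblast line | Buffer or medium: DMEM containing 5-aza-dC | Compound: Single point | Times: Compounds 3 days, fix/stain 15 min at room temperature | Benchmarks: Positive control ellipticine, 6 µM final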
# RAD52 inh = blocks human RAD52 DNA annealing; inhibition, % at 18.7 µM; hit rate 0.46% among 360,000; recombinant RAD52 DNA annealing, FRET fluorescence;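 active means every replicate showing at least 50% inhibition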
# esBAF inh = inhibitors of esBAF chromatin remodeling in mouse ES cells | Bmi1-luciferase knock-in reporter, 24 h; 100% = twice the neutral-well signal | reporter increase, % at 12.5 µM | hit rate 2% among 350,000; in the data active means activation above about 40%;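 further: 0% = median of the plate's neutral control wells and 100% = double that signal; a rise in the Bmi1 reporter signal indicates esBAF inhibition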
# E-selectin induc = induces E-selectin expression in human endothelial cells; hit rate 0.37% among 260,000; activation, % at 7.58 µM; HUVEC E-selectin immunofluorescence imaging; normalized: neutral wells 0, TNF-alpha wells 100;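 active means mean E-selectin-positive cell signal at least 10% of the positive control, reached in at least 60% of replicates, without over 20% cell loss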;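 further: in these data hits start at about 27%; measured in HUVEC primary endothelial cells; signal is the percent of cells scored E-selectin positive by PE staining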
# Target sequence (P16581 whole entry, looked up): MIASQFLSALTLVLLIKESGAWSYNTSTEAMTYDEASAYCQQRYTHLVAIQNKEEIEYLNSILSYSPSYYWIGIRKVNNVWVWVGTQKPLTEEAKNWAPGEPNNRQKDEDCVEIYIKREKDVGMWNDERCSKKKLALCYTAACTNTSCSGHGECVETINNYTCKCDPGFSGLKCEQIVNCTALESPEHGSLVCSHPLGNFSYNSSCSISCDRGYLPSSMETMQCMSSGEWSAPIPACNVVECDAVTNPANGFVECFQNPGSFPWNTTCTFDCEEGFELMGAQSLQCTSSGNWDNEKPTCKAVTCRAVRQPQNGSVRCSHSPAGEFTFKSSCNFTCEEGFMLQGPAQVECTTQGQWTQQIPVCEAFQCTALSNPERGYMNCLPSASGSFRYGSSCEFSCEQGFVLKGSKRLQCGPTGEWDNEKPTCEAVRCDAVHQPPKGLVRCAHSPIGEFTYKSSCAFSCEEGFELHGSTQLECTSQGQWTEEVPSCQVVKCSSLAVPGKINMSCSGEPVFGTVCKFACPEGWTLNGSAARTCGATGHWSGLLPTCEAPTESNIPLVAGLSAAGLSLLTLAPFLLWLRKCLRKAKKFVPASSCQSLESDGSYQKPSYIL
#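 Read-out: % PE-positive cells | Test system: HUVEC | Doses: One compound dose added by pin transfer | Buffer or medium: EGM-2 over gelatin coat | Signal: Immunofluorescence imaging | Benchmarks: TNF-alpha, DMSO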
# * = called active by the depositor; nt = not tested or not shown.
SMILES,EWS-Fli block,RAD54 branch,FN deposition inh,S100A4 MyoIIA,Xi reactivation,RAD52 inh,esBAF inh,E-selectin induc
COc1ccc(C(=O)N2CCNC(=O)C2CC(=O)Nc2cc(Cl)ccc2OC)cc1 (stereo not given),-3.3,16.7,8.4,-15.6,0.4,-2.4,-0.1,nt
C[C@@H]1CN([C@@H](C)CO)C(=O)CCCn2nncc2CO[C@@H]1CN(C)CC1CC1,1.3,-6.2,-9.1,7.8,0.0,-7.0,-4.0,0.0
Cc1ccc(/C(O)=C2/C(=O)C(=O)N(c3ccccn3)C2c2ccc([N+](=O)[O-])cc2)cc1 (stereo not given),-10.4,-5.6,4.2,0.9,0.1,-19.7,-4.5,nt
CC(C)c1nnc(NC(=O)c2nc(S(=O)(=O)Cc3ccccc3F)ncc2Cl)s1,61.0*,nt,-7.1,0.2,0.0,-13.5,nt,nt
COc1ccccc1CCC(=O)OCC(=O)Nc1cc(S(=O)(=O)N2CCOCC2)ccc1C,2.1,nt,1.9,-6.9,0.1,1.4,nt,0.2
Cc1ccc(-n2nc3c(c2NC(=O)CC(C)C)CS(=O)C3)cc1 (stereo not given),-8.1,-3.6,-3.9,3.8,0.3,-6.6,-7.7,0.2
Cc1cc(OCC(O)CN2CCCC2)ccc1C(C)C (stereo not given),21.1,-3.6,0.2,-8.5,0.0,5.9,1.3,0.1
NC(=O)C1CCN(S(=O)(=O)c2cccc(C(=O)O)c2)CC1,nt,2.7,nt,-0.3,nt,-6.8,0.5,nt
O=C1c2ccccc2C(=O)C1(CO)c1ccccc1,-28.9,nt,nt,-4.6,0.0,-6.7,28.3,nt
CN(C)C(=O)CCc1ccc2c3c([nH]c2c1)[C@]1(CCC2CCCC2)[C@@H](C(=O)N2CCOCC2)C[C@H](CC(=O)NCCc2ccccn2)C(=O)N1CC3,-10.3,-0.1,-9.3,-8.7,0.8,3.7,5.4,nt
CS(=O)(=O)N1CCN=C1SCc1cccc(F)c1,1.7,-1.1,11.6,-8.4,0.3,-6.7,3.8,nt
COc1ccccc1C#Cc1ccc([C@@H]2[C@H](C#N)N(C(=O)C3CCC3)[C@H]2CO)cc1,-10.8,-0.1,4.8,-5.7,0.1,10.9,0.3,-0.4
COc1ccccc1-n1c(C)nc2cc(C(=O)NCC3CCCO3)ccc21 (stereo not given),3.8,11.6,1.6,-9.4,0.0,-6.7,9.0,-0.1
C[C@H]1CCCCO[C@H](CN(C)Cc2ccc(C(F)(F)F)cc2)[C@@H](C)CN([C@@H](C)CO)C(=O)c2cc(N(C)C)ccc2O1,-3.1,3.8,nt,10.4,-1.1,18.5,-3.3,0.0
C[C@@H]1CCCCO[C@H](CN(C)C(=O)CCC(F)(F)F)[C@@H](C)CN([C@H](C)CO)C(=O)c2cc(NS(=O)(=O)c3cn(C)cn3)ccc2O1,-3.4,-2.0,nt,7.7,0.0,-3.7,-2.4,-0.2

# An excerpt of these results, tab-delimited.
Structure	EWS-Fli block	RAD54 branch	FN deposition inh	S100A4 MyoIIA	Xi reactivation	RAD52 inh	esBAF inh	E-selectin induc
CN(C)C(=O)CCc1ccc2c3c([nH]c2c1)[C@]1(CCC2CCCC2)[C@@H](C(=O)N2CCOCC2)C[C@H](CC(=O)NCCc2ccccn2)C(=O)N1CC3	-10.3	-0.1	-9.3	-8.7	0.8	3.7	5.4	nt
COc1ccc(C(=O)N2CCNC(=O)C2CC(=O)Nc2cc(Cl)ccc2OC)cc1 (stereo not given)	-3.3	16.7	8.4	-15.6	0.4	-2.4	-0.1	nt
COc1ccccc1-n1c(C)nc2cc(C(=O)NCC3CCCO3)ccc21 (stereo not given)	3.8	11.6	1.6	-9.4	0.0	-6.7	9.0	-0.1

# Other compounds
SMILES,EWS-Fli block,RAD54 branch,FN deposition inh,S100A4 MyoIIA,Xi reactivation,RAD52 inh,esBAF inh,E-selectin induc
O=S(=O)(N[C@H]1CC[C@H](CCn2cc(-c3ccc(F)cc3)nn2)O[C@H]1CO)c1ccccc1F,-1.0,2.4,nt,13.4,-0.4,2.1,12.4,0.2
COc1cccc(N=Cc2ccc(O)cc2O)c1,18.7,5.5,nt,-2.0,nt,-18.9,2.9,nt
CC(=O)c1ccccc1NS(=O)(=O)c1ccccc1Cl,-27.3,nt,-4.1,4.7,0.3,-1.2,nt,nt
Cc1ccnc(NS(=O)(=O)c2ccc(NC(=O)c3ccc([N+](=O)[O-])s3)cc2)n1,1.9,nt,-8.9,-6.0,0.0,-5.1,nt,nt
Cc1ccccc1NC(=O)c1c(C)nn(-c2ccccc2)c1Cl,-61.1,-6.1,0.5,-2.7,0.0,-7.5,33.8,1.5
CCNC(=O)COC(=O)/C=C/c1c(C)nn(Cc2cccc(OC)c2)c1Cl,8.3,-7.6,-5.0,-6.6,0.0,-13.3,-5.8,0.4
O=C(CN1C(=O)c2cccc3cccc(c23)C1=O)NCCN1CCOCC1,-5.2,nt,6.7,-2.0,0.1,-1.3,nt,-1.4
C[C@@H]1CN([C@@H](C)CO)C(=O)c2cc(C3=CCCC3)cnc2O[C@@H]1CN(C)C(=O)Nc1ccccc1,1.2,-14.8,nt,-11.0,-0.1,22.0,-0.9,-0.3
O=C(O)CC(c1cccc(O)c1)N1Cc2ccccc2C1=O (stereo not given),-2.2,-5.5,6.8,-7.3,0.2,-5.7,-5.6,nt
Cc1ccc(S(=O)(=O)N(C)C)cc1NC(=O)C1Cc2ccccc2CN1C(=O)c1ccco1 (stereo not given),10.2,1.2,-0.3,-12.3,0.1,-16.9,7.1,nt
O=C(C[C@H]1CC[C@@H]2[C@H](COC[C@@H](O)CN2CCc2ccccc2)O1)NCc1ccccc1,1.0,-6.7,-5.6,-12.9,0.2,-9.5,4.1,0.0
Cc1cccc(OCCCC(=O)NC2CCCCC2)c1,15.3,0.6,15.0,-0.1,0.0,12.6,3.9,0.1
CCN(CC)N=Nc1ccc(C(=O)O)cc1,5.1,nt,9.7,7.0,0.3,-9.2,nt,-3.0
O=C(Cc1c(F)cccc1Cl)Nc1cc(S(=O)(=O)N2CCCCC2)ccc1N1CCOCC1,12.6,-8.9,-0.8,-13.9,0.1,-19.8,-7.1,3.6
Cc1cccc(C)c1NC(=O)c1cnn(-c2ccccc2)c1C,-0.6,-5.6,-2.5,0.5,0.1,-9.9,-3.3,-0.2
CCOC(=O)c1c(/N=C/C2=C(O)CC(C)(C)CC2=O)sc2c1CCCC2,2.5,-7.0,11.5,-5.8,0.0,-6.0,nt,0.0
CC1=C(C(=O)OC2CCCCC2)C(c2cccnc2)n2nnnc2N1 (stereo not given),nt,-5.1,-0.3,nt,-0.1,nt,nt,-1.3
CN1CCN(S(=O)(=O)c2ccc(Br)c3nsnc23)CC1,nt,-8.9,7.6,0.8,nt,-7.8,-6.0,nt
COc1cccc(C#Cc2ccc([C@@H]3[C@@H](CO)N4C(=O)CN(C(=O)Cc5ccccc5)C[C@@H]34)cc2)c1,5.0,nt,nt,8.2,0.3,-15.6,nt,-0.6
COc1c(NC=O)c2c(c([N+](=O)[O-])c1OC)C(=O)OC2,-5.2,-10.4,0.0,-4.1,0.1,1.4,2.9,0.8
CCOC(=O)C1=C(COC(=O)C(CC)c2ccccc2)NC(=O)NC1C (stereo not given),-5.6,-9.2,-6.0,-1.1,-0.2,-23.8,-6.1,nt
Cc1ccc(S(=O)(=O)N2C[C@@H]3[C@H]4CC[C@H](C4)[C@@H]3[C@@H](C)[C@@H]2c2cn(Cc3ccccc3)c3ncccc23)cc1,0.7,-8.6,nt,-0.7,0.4,-11.4,5.7,-2.8
CCCc1c(C(=O)N/N=C(\C)CCc2ccc(OC)cc2)nnn1-c1nonc1N,-6.0,-3.9,-3.4,0.7,0.1,-8.9,2.9,nt
CCc1nc2ccc(C(=O)NCCC(C)C)cn2c1N(CC)CCOC,9.0,-14.9,3.4,-1.7,0.2,-10.6,0.1,0.8
COCC(=O)N(C)C[C@H]1Oc2ncc(C#Cc3cccnc3)cc2C(=O)N([C@@H](C)CO)C[C@@H]1C,3.3,-0.5,-11.2,17.3,-0.6,-5.2,-10.0,16.4
COc1ccc(/C=C/c2ccc3cccc(O)c3n2)cc1Br,-83.0,-0.1,7.7,8.0,0.3,-6.9,44.0*,-0.1
COc1ccccc1-c1cnc2c(c1)C(=O)N([C@@H](C)CO)C[C@H](C)[C@@H](CN(C)Cc1ccc(F)cc1)O2,4.1,-18.0,1.8,-0.4,-1.0,-5.1,-1.3,0.6
COc1ccccc1-c1cnc2c(c1)C(=O)N([C@H](C)CO)C[C@H](C)[C@H](CN(C)Cc1ccccc1)O2,-22.0,-9.3,5.4,-1.5,0.1,8.3,-6.8,-0.2
COc1cc(NS(=O)(=O)c2ccc(C)cc2)c2c(c1N)C(=O)c1ccccc1C2=O,-21.6,9.5,0.4,3.9,0.1,-32.7,-6.5,127.3*
OC[C@@H]1CN(Cc2ccccc2)C[C@H](n2ccc3c(N4CCCC4)ncnc32)O1,4.2,0.7,5.7,4.6,0.0,-21.5,-1.9,-0.5
Cc1[nH]c(=O)[nH]c(=O)c1NC(=O)c1ccc(OC(C)C)cc1,0.1,nt,10.8,-1.3,0.0,-12.8,nt,0.0
COc1ccc(CCNC(=O)COC(=O)CSc2ccc([N+](=O)[O-])cc2)cc1OC,-1.9,-2.1,4.4,26.4,0.3,-0.3,1.6,0.9
COc1ccc(Br)cc1CN(C)CC(=O)NCc1ccc(F)cc1,14.2,-2.5,-2.3,-3.3,0.3,-12.3,-2.9,0.2
O=[N+]([O-])c1ccc(C(O)CN2CCOCC2)cc1 (stereo not given),-0.6,9.5,0.7,-1.1,0.0,-8.8,-6.3,0.2
CCc1cc2c(Nc3ccccc3O)nc(C)nc2s1,-9.7,-0.2,-8.1,0.6,0.0,-11.1,5.9,-0.1
COc1ccc(-c2oc3c(c2C(=O)OCCO)C(OCCO)CCC3)cc1 (stereo not given),-5.0,nt,nt,-1.5,1.5,-12.2,nt,0.2
CO[C@H]1CN(C)C(=O)c2ccc(NC(=O)CC(F)(F)F)cc2OC[C@H](C)N(S(=O)(=O)c2cn(C)cn2)C[C@H]1C,1.1,-13.9,3.6,-19.5,0.4,-58.6,-0.2,0.0
C[C@@H]1CN([C@H](C)CO)C(=O)c2cc(NC(=O)NC3CCCCC3)ccc2O[C@@H]1CN(C)C,4.3,13.6,nt,-7.5,-1.3,-9.0,-7.6,nt
CN(C)CCCNC(=S)N1CCC(C(=O)c2ccc(Cl)cc2)CC1,16.1,1.1,-4.0,-1.8,0.0,7.5,5.2,1.5
C[C@@H]1CN([C@@H](C)CO)C(=O)c2cccc(NC(=O)Nc3cccc4ccccc34)c2O[C@H]1CN(C)S(C)(=O)=O,-4.6,-5.3,nt,9.7,0.2,5.3,-7.1,-3.9
COc1ccccc1N1C(=O)CC(c2ccccc2)CC1=O,-6.0,-10.8,-3.2,-1.1,-0.4,-2.9,6.2,0.5
CCCCN(CC)Cc1ccc(CNC(=S)Nc2ccccc2F)o1,2.9,nt,-20.4,11.3,1.1,-3.5,nt,0.5

# esBAF inh: what is marked active above.
SMILES | S100A4 MyoIIA | RAD52 inh | esBAF inh
COc1ccc(/C=C/c2ccc3cccc(O)c3n2)cc1Br | 8.0 | -6.9 | 44.0*
